UHRF1 MBD2 ctr = UHRF1 methyl-DNA binding inhibition; Q96T88; UHRF1 binding to methylated oligo, TR-FRET; inhibition, % at 4.4 µM; 370,000 tested, 0.75% active; in the data active = inhibition above about 21%;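 note: UHRF1 SRA domain binding a hemimethylated CpG hairpin DNA probe; 0% = median of test compound wells and 100% = reference inhibitor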
DDE Tn7 FP inh = DD(E)-Tn7 binding inhibition, primary FP screen; P02675; FP displacement of FITC-Tn7 peptide from fibrin DD(E); 0% = median of compound wells per plate; inhibition, % at 8.3 µM; 370,000 tested, 0.13% active; AID 720508;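 active = inhibition above the mean of compounds falling within the control limits plus 3 SD of them, cut at about 14% in these data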;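 note: 0% = plate median of compound wells and 100% = 10 µM Aha-Tn7 peptide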
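Also added: labelled Tn7 tracer, 0.1 µM; Assay system: human fibrin DD(E) protein; Amount: 2 µM fibrin DD(E); Schedule: 10 min compound pre-incubation, 3 h probe incubation at room temperature; Repeats: one replicate per compound; Read-out basis: percent inhibition; Measured by: fluorescence polarization of the labelled Tn7 tracer.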
HTRA1 inhibitor = HTRA1 (human) protease inhibition. inhibition, % at 5.96 µM. Q92743. recombinant HTRA1, FP-rhodamine activity-based probe, fluorescence polarization. AID 504803. 340,000 tested, 0.5% active; in the data active = inhibition above about 36%;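 note: 0% = enzyme with DMSO and 100% = wells lacking enzyme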
TCR-CD3 inh = blocks the human TCR-CD3 interaction | TAMRA-labeled TCR probe fluorescence, biochemical | AID 651800 | inhibition, % at 9.4 µM | 360,000 tested, 0.37% active; in the data active = inhibition above about 19%;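 note: recombinant mutant TCR 2C K166C tagged with TAMRA read by polarization; 0% = receptor in buffer alone and 100% = receptor with positive control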
PG9 Ab binder = PG9 antibody binding by small molecule; inhibition, % at 6.7 µM; 360,000 tested, 0.43% active; TR-FRET gp120-PG9 antibody binding; AID 624416; in the data active = inhibition above about 8.5%
SIAE inh = blocks human sialic acid acetylesterase; Q9HAT2; SIAE FP-Rh probe binding, fluorescence polarization; inhibition, % at 9.66 µM; 370,000 tested, 0.69% active; AID 1053197;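 active = inhibition above a cutoff: mean of compounds within the control limits plus 3 SD of those, cut at about 17% in these data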;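 note: 0% = plate median of compound wells and 100% = probe without SIAE protein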
PRMT1 FP inh = blocks human protein arginine methyltransferase 1; Q99873; recombinant PRMT1, activity-based probe fluorescence polarization; inhibition, % at 2.79 µM; 370,000 tested, 1.3% active; AID 652257;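 active = inhibition above about 21% made by adding two undisclosed values, limit read from the data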
Target sequence (Q99873 whole entry, looked up): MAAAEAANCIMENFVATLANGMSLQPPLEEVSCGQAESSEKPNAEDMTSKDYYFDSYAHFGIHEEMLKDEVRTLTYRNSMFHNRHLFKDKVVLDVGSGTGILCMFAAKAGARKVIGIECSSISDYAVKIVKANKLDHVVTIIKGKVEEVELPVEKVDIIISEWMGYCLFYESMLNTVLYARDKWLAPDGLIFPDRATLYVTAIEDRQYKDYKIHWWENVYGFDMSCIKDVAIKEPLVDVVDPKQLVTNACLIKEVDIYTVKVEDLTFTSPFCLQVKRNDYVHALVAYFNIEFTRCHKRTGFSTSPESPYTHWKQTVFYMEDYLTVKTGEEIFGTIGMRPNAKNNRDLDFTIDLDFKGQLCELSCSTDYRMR
LEDGF integ inh = blocks HIV-1 LEDGF/p75-dependent DNA integration; inhibition, % at 3.7 µM; 370,000 tested, 0.64% active; TR-FRET IN-LEDGF/p75 DNA integration, Eu/Cy5;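 active = inhibition above the screen-wide mean plus 3 SD, cut at about 13% in these data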;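 note: signal is the Cy5 over europium emission ratio at 671 and 618 nm; 0% = plate median of compound wells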
mABHD4 FP = ABHD4 (mouse) inhibition, primary FP screen; inhibition, % at 8.92 µM; 370,000 tested, 0.54% active; Q8VD66; purified mABHD4, FP-Rh probe fluorescence polarization;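 active = inhibition exceeding the mean over every tested compound plus 3 SD, cut at about 30% in these data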;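 note: 0% = plate median of compound wells and 100% = S159A mutant with DMSO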
Target sequence (Q8VD66 whole entry, looked up): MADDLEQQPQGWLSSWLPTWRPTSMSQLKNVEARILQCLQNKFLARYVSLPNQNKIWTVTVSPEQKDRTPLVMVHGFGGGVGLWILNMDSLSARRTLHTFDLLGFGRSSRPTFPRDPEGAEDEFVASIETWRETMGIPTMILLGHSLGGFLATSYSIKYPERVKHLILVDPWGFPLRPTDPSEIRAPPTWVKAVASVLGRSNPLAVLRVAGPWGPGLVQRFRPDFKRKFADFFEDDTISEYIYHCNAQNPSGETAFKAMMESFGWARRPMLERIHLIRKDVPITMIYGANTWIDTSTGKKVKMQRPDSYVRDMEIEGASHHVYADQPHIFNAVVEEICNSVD
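System: mouse ABHD4 enzyme, wild type / Medium: HEPES pH 7.0, NaCl, Pluronic buffer / Reagent: FP-Rh activity-based fluorescent probe / Control set: S159A mutant high control, sample median low control / Detection: fluorescence polarization with parallel and perpendicular emission, 525/598 nm / Schedule: 45 min + 60 min at 25 °C / Compound dosing: 8.92 µM, single dose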
TDP2 inh = blocks human TDP2 phosphodiesterase activity | O95551 | recombinant TDP2, T5PNP hydrolysis, p-nitrophenol absorbance 415 nm | inhibition, % at 12.8 µM | 370,000 tested, 0.34% active | AID 720702;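 active = inhibition above the mean of all tested compounds plus 3 SD, set per campaign, cut at about 25% in these data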;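 note: 0% = DMSO with enzyme and 100% = buffer with substrate but no TDP2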
Target sequence (O95551 whole entry, looked up): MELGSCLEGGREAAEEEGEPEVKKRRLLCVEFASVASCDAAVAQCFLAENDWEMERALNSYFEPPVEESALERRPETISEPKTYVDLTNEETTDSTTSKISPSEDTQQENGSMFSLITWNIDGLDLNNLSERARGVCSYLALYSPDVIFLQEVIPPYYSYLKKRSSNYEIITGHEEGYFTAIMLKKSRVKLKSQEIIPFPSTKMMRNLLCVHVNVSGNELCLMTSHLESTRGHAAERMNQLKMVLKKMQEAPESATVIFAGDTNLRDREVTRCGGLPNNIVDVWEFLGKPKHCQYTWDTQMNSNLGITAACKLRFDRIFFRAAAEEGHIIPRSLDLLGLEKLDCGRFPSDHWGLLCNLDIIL
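System: recombinant human TDP2 / Amount: 120 nM TDP2 per well / Also added: 5 mM T5PNP chromogenic substrate / Doses: 12.8 µM single point, 1% DMSO / Incubation: 2 h at 37 °C / Detection: p-Nitrophenol epi absorbance / Evaluation: % inhibition relative to enzyme-containing and enzyme-free wells / Repeats: singlicate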
Active calls of the source: *.

O=C(NCC1CCCCC1)c1cc(-c2cc(F)ccc2OCC2CCCO2)n[nH]1 (centres undefined) was read as UHRF1 MBD2 ctr 2, DDE Tn7 FP inh 6, TCR-CD3 inh 5, PG9 Ab binder -0.3, SIAE inh -8, PRMT1 FP inh -1, LEDGF integ inh 0, mABHD4 FP -2 and TDP2 inh -5.
Cc1cccc(NC(=O)NCc2cccnc2)c1C was read as UHRF1 MBD2 ctr 0, DDE Tn7 FP inh -3, HTRA1 inhibitor 1, TCR-CD3 inh 7, PG9 Ab binder -1.3, SIAE inh 3, PRMT1 FP inh -2, LEDGF integ inh 1, mABHD4 FP 3 and TDP2 inh 1.
`COc1ccccc1-c1ccc2c(c1)C(C)(Cc1cccc(F)c1)C(=O)N2` (centres undefined) gave UHRF1 MBD2 ctr 1, DDE Tn7 FP inh -5, TCR-CD3 inh 0, PG9 Ab binder -1.2, SIAE inh -2, PRMT1 FP inh 2, LEDGF integ inh 3, mABHD4 FP -12 and TDP2 inh -5.
Screening C=CC[N+]1(CC#Cc2ccccc2)CCCC1 returned UHRF1 MBD2 ctr 0, DDE Tn7 FP inh 1, HTRA1 inhibitor 7, TCR-CD3 inh -1, PG9 Ab binder -1.9, SIAE inh -10, PRMT1 FP inh 2, LEDGF integ inh -9, mABHD4 FP -1 and TDP2 inh -2.
CCN(CC)c1ccc(C(=O)NNC(=O)CNC(=O)c2cccs2)cc1 was read as UHRF1 MBD2 ctr -4, DDE Tn7 FP inh -5, HTRA1 inhibitor 3, TCR-CD3 inh -1, PG9 Ab binder -2.9, SIAE inh -7, PRMT1 FP inh -3, LEDGF integ inh 6, mABHD4 FP -7 and TDP2 inh -15.
`CC1CCCCN1C/C=C/c1ccccc1[N+](=O)[O-]` (centres undefined) gave UHRF1 MBD2 ctr -2, DDE Tn7 FP inh 0, HTRA1 inhibitor 1, TCR-CD3 inh -2, PG9 Ab binder -1.9, SIAE inh -1, PRMT1 FP inh -1, LEDGF integ inh 4, mABHD4 FP 1 and TDP2 inh -7.
CC(C)CN1CCNC(=O)C1CC(=O)NCCc1cnn(-c2ccccc2)c1 (centres undefined) was read as UHRF1 MBD2 ctr -1, DDE Tn7 FP inh 1, HTRA1 inhibitor -2, TCR-CD3 inh 1, PG9 Ab binder -2.1, SIAE inh 0, PRMT1 FP inh 3, LEDGF integ inh -1, mABHD4 FP 1 and TDP2 inh 6.
O=C(NCC(=O)N(c1ccc2c(c1)OCO2)C(C(=O)NC1CCCC1)c1ccncc1)c1ccco1 (centres undefined) was read as UHRF1 MBD2 ctr 13, DDE Tn7 FP inh -2, HTRA1 inhibitor 4, TCR-CD3 inh 11, PG9 Ab binder 1.3, SIAE inh 2, PRMT1 FP inh 1, LEDGF integ inh 4, mABHD4 FP 6 and TDP2 inh 7.
Screening COc1ccc(NC(=S)N2CCC(c3nc4ccccc4[nH]3)CC2)c(OC)c1 returned UHRF1 MBD2 ctr 0, DDE Tn7 FP inh 2, HTRA1 inhibitor 5, TCR-CD3 inh -5, PG9 Ab binder 0.8, SIAE inh 6, PRMT1 FP inh 0, LEDGF integ inh -1, mABHD4 FP 0 and TDP2 inh 10.
For CCc1nc2ccccc2c(C(=O)O)c1C the results were UHRF1 MBD2 ctr -1, DDE Tn7 FP inh -2, HTRA1 inhibitor -4, TCR-CD3 inh -5, PG9 Ab binder -0.1, SIAE inh -2, PRMT1 FP inh 1, LEDGF integ inh -2, mABHD4 FP 5 and TDP2 inh 6.
Screening CCCC(=O)N(Cc1cc(=O)[nH]c2ccccc12)c1ccc(C)cc1 returned UHRF1 MBD2 ctr 1, DDE Tn7 FP inh -2, HTRA1 inhibitor -14, TCR-CD3 inh 5, PG9 Ab binder 1.5, SIAE inh -1, PRMT1 FP inh 7, LEDGF integ inh -1, mABHD4 FP -2 and TDP2 inh -15.
`O=c1[nH]c2ccc([N+](=O)[O-])cc2nc1/C=C(\O)c1ccccc1` gave UHRF1 MBD2 ctr 0, DDE Tn7 FP inh 4, HTRA1 inhibitor 3, TCR-CD3 inh 0, PG9 Ab binder -2.0, SIAE inh -1, PRMT1 FP inh -2, LEDGF integ inh -5, mABHD4 FP 5 and TDP2 inh -5.
For CCCCCC(=O)NNC(=O)c1ccc(-c2ccccc2)cc1 the results were UHRF1 MBD2 ctr -1, DDE Tn7 FP inh 4, HTRA1 inhibitor -5, TCR-CD3 inh 4, PG9 Ab binder 0.5, SIAE inh -12, PRMT1 FP inh 1, LEDGF integ inh 0, mABHD4 FP -6 and TDP2 inh -1.
`Cc1ccccc1NC(=O)c1ccccc1NC(=O)c1ccco1` gave UHRF1 MBD2 ctr 0, DDE Tn7 FP inh 4, HTRA1 inhibitor -7, TCR-CD3 inh -4, PG9 Ab binder 0.1, SIAE inh 1, PRMT1 FP inh -1, LEDGF integ inh 2, mABHD4 FP 3 and TDP2 inh -8.
Screening COc1ccc(CNC(=O)c2ccc3c(=O)n(CCCN4CCCC4=O)c(=S)[nH]c3c2)cc1 returned UHRF1 MBD2 ctr -1, DDE Tn7 FP inh 7, HTRA1 inhibitor -4, TCR-CD3 inh 0, PG9 Ab binder -0.3, SIAE inh -5, PRMT1 FP inh -3, LEDGF integ inh 2, mABHD4 FP -5 and TDP2 inh -9.
For COc1ccc(-c2nc(NC(=O)c3[nH]c(C)c(C(C)=O)c3C)sc2C)cc1 the results were UHRF1 MBD2 ctr 14, DDE Tn7 FP inh -4, HTRA1 inhibitor -15, TCR-CD3 inh 3, PG9 Ab binder 1.4, SIAE inh 27*, PRMT1 FP inh 8, LEDGF integ inh -3, mABHD4 FP 4 and TDP2 inh 0.
Screening O=C1CC(N2CCN(c3ccc(F)cc3)CC2)C(=O)N1c1ccc(F)cc1 (centres undefined) returned UHRF1 MBD2 ctr 0, DDE Tn7 FP inh 3, HTRA1 inhibitor 1, TCR-CD3 inh 8, PG9 Ab binder 0.4, SIAE inh -2, PRMT1 FP inh 0, LEDGF integ inh 0, mABHD4 FP 0 and TDP2 inh 10.
`Cc1ccc(N(CC(O)CN2CCCCC2)S(=O)(=O)c2ccccc2[N+](=O)[O-])cc1` (centres undefined) gave UHRF1 MBD2 ctr -2, DDE Tn7 FP inh 0, HTRA1 inhibitor -16, TCR-CD3 inh 5, PG9 Ab binder -0.7, SIAE inh -4, PRMT1 FP inh 0, LEDGF integ inh 1, mABHD4 FP 4 and TDP2 inh 9.
Screening O=C(COC(=O)CC1CC2CCC1C2)NCc1ccc(F)cc1 (centres undefined) returned UHRF1 MBD2 ctr 2, DDE Tn7 FP inh 2, HTRA1 inhibitor 2, TCR-CD3 inh -3, PG9 Ab binder -0.6, SIAE inh 3, PRMT1 FP inh -3, LEDGF integ inh -1, mABHD4 FP -5 and TDP2 inh 3.
For Cc1ccc2[nH]c3c(=O)n(CCC4=CCCCC4)cnc3c2c1 the results were UHRF1 MBD2 ctr 1, DDE Tn7 FP inh -2, TCR-CD3 inh -5, PG9 Ab binder 1.0, SIAE inh 1, PRMT1 FP inh 1, LEDGF integ inh 1, mABHD4 FP 0 and TDP2 inh 4.
`C#CCOCCOCCOCCNc1nc(N2CCN(C(=O)[C@H](CCC(=O)O)n3cc([C@@H](N)CO)nn3)CC2)nc(N2CCN(C(=O)[C@H](CCC(=O)O)n3cc([C@@H](N)CCSC)nn3)CC2)n1` gave UHRF1 MBD2 ctr 5, DDE Tn7 FP inh 5, HTRA1 inhibitor 2, TCR-CD3 inh 3, PG9 Ab binder 1.3, SIAE inh 10, PRMT1 FP inh 2, LEDGF integ inh 5, mABHD4 FP 0 and TDP2 inh 0.
Screening CN(C)C(=O)C1CCC(=O)N1Cc1cccs1 (centres undefined) returned UHRF1 MBD2 ctr 2, DDE Tn7 FP inh 0, HTRA1 inhibitor 2, TCR-CD3 inh 0, PG9 Ab binder 1.2, SIAE inh -10, PRMT1 FP inh 2, LEDGF integ inh -5, mABHD4 FP 2 and TDP2 inh 7.
COc1ccc2[nH]c3c(c2c1)CCN1C(=O)C(CC(=O)NC(C)(C)C)C[C@H](C(=O)N(C(C)C)C(C)C)[C@@]31C (some centres undefined) was read as UHRF1 MBD2 ctr -2, DDE Tn7 FP inh -3, HTRA1 inhibitor 0, TCR-CD3 inh -1, PG9 Ab binder 0.0, SIAE inh 2, PRMT1 FP inh 3, LEDGF integ inh -6, mABHD4 FP 3 and TDP2 inh 10.
For Cn1ncc([N+](=O)[O-])c1C(=O)Nc1nccs1 the results were UHRF1 MBD2 ctr -5, DDE Tn7 FP inh -2, HTRA1 inhibitor 5, TCR-CD3 inh 13, PG9 Ab binder 0.5, SIAE inh -2, PRMT1 FP inh 0, LEDGF integ inh -1, mABHD4 FP -3 and TDP2 inh -3.
CCc1ccc(/C=C2/SC(=S)N(CCC(=O)Nc3cccc(C(=O)O)c3)C2=O)cc1 was read as UHRF1 MBD2 ctr -1, DDE Tn7 FP inh -3, HTRA1 inhibitor -10, TCR-CD3 inh 3, PG9 Ab binder 0.0, SIAE inh 0, PRMT1 FP inh -1, LEDGF integ inh 0, mABHD4 FP -9 and TDP2 inh 10.
`O=NN(CC(=O)NNc1ccccc1)CC(=O)NNc1ccccc1` gave UHRF1 MBD2 ctr 3, DDE Tn7 FP inh 7, TCR-CD3 inh -1, PG9 Ab binder -0.8, SIAE inh 8, PRMT1 FP inh 7, LEDGF integ inh -3, mABHD4 FP 2 and TDP2 inh -4.
`CCOC(=O)NC(=O)c1cn(Nc2ccccc2)c(=O)[nH]c1=O` gave UHRF1 MBD2 ctr 1, DDE Tn7 FP inh 1, HTRA1 inhibitor 9, TCR-CD3 inh -4, PG9 Ab binder -1.5, SIAE inh -4, PRMT1 FP inh -2, LEDGF integ inh 1, mABHD4 FP -4 and TDP2 inh -14.
Screening Cc1ccc(-c2nnc(C)c(N3CC(C)OC(C)C3)n2)cc1 (centres undefined) returned UHRF1 MBD2 ctr 1, DDE Tn7 FP inh 1, HTRA1 inhibitor -5, TCR-CD3 inh -1, PG9 Ab binder 1.8, SIAE inh 2, PRMT1 FP inh -1, LEDGF integ inh 3, mABHD4 FP -3 and TDP2 inh 2.
For Cc1ccc(NS(=O)(=O)c2ccc(C(=O)OCC(=O)Nc3cc(C)on3)cc2)cc1 the results were UHRF1 MBD2 ctr -1, DDE Tn7 FP inh 2, HTRA1 inhibitor -12, TCR-CD3 inh 6, PG9 Ab binder -3.5, SIAE inh -11, PRMT1 FP inh -10, LEDGF integ inh 1, mABHD4 FP -7 and TDP2 inh 7.

Bioassay records (PubChem)
